Source: PubChem
KOR beta-arrestin-1: KOR antagonists, beta-arrestin recruitment, cell-based, luminescence, uHTS (AID 1778). KOR beta-arrestin recruitment, luminescence, antagonist mode; higher % means a stronger effect. one-dose inhibition, % at 10 µM; IC50 in µM for titrated hits. 290,000 tested, 0.091% active; also: strong numbers were not always called active
Myeloid diff MLP: induction of myeloid progenitor differentiation, primary screen, cell-based, flow cytometry, MLPCN library; ER-HoxA9 myeloid progenitors, lysozyme-GFP differentiation; 360,000 tested, 1% active; calls only at 10 µM; AID 624256, 2012;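 active = normalized GFP-positive differentiation at or above the plate's own cutoff, the solvent-only control mean plus 3 SD; inconclusive = no clear call, values can overlap the other calls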;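 also: cells exposed to compound for four days before flow analysis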
T cell HTS: modulators of CD8 T cell-vesicle binding, primary screen, mouse 2C CD8+ T cells, flow cytometry | 330,000 tested, 0.068% active | calls only at 7 µM | 2C CD8+ T cell-vesicle binding; hits give low values;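 active = response, share of CD8 T cells binding vesicles, and their 90th percentile fluorescence all below set limits, cut at about 80% in these data, passing the limit was not always enough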
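incubation = binding step 1.5 h, 37 °C, antibody labelling 20 min, ice | test system = 2C mouse CD8+ T cells | read-out basis = percent CD8+ FL2 mean versus row control | controls = Peptide-free naked vesicles (low) and QL9 vesicles with 0.7% DMSO vehicle (high) | detection = flow cytometry of vesicle-bound cells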
KOR beta-arrestin-2: KOR agonists, beta-arrestin recruitment, primary screen, cell-based, luminescence, uHTS (AID 1777); activation, % at 10 µM, or EC50 in µM where a hit was titrated; KOR beta-arrestin recruitment, luminescence; higher % means a stronger effect; Kappa-type opioid receptor (Homo sapiens); 280,000 tested, 0.02% active; in the data active = activation above about 50%, passing the limit was not always enough; also: a part of the inactive calls stands beside numbers as strong as those of hits
NOD1 inhibition: NOD1 signaling inhibitors, primary screen, cell-based, luminescence, uHTS (AID 1578). NOD1-driven NF-kB luciferase reporter cells, luminescence; higher % means a stronger effect. 290,000 tested, 1% active. inhibition, % at 4 µM; hits with a dose series show EC50 in µM; in the data active = inhibition mostly above about 36%, no sharp cut-off; inactive = mostly below about 34%;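 also: HEK-293T reporter cells stimulated with the NOD1 agonist gamma-tri-DAP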
GPR55 beta-arrestin: GPR55 agonists via beta-arrestin recruitment, primary screen, imaging, U2OS cells, beta-arrestin-GFP redistribution (AID 1961). 290,000 tested, 0.048% active. U2OS GPR55 beta-arrestin-GFP redistribution imaging; higher % means a stronger effect. activation, % at 10 µM, or EC50 in µM where a hit was titrated. G-protein coupled receptor 55 (Homo sapiens);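 active = activation above 40% with more than 50 cells counted in the well; inconclusive = wells holding fewer than 50 cells, flagged as toxic or sparse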;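 also: U2OS osteosarcoma cells stably expressing GPR55 and beta-arrestin-GFP; plate controls were DMSO negative control for no effect and LPI positive control for full effect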
HEK293 NOD2/NF-kB: NOD2 signaling inhibitors, cell-based, luminescence, uHTS, HEK293 (AID 1566). HEK293 NOD2/NF-kB luciferase reporter, luminescence; higher % means a stronger effect. one-dose inhibition, % at 4 µM; EC50 in µM for titrated hits. 290,000 tested, 0.63% active; also: many of its hits are not listed in these tables
GPR55 antagonists: GPR55 antagonists blocking LPI-driven arrestin recruitment, primary screen, imaging, U2OS, beta-arrestin-GFP, LPI agonist (AID 2013); U2OS GPR55 beta-arrestin-GFP translocation imaging, LPI antagonism; higher % means a stronger effect; inhibition, % at 10 µM; hits with a dose series show IC50 in µM; G-protein coupled receptor 55 (Homo sapiens); 290,000 tested, 0.13% active;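 active = spots per cell inhibited over 60%, with over 100 cells counted and total cytoplasm intensity under 500,000; inconclusive = wells with under 100 cells, flagged as likely toxic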;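 also: U2OS cells stably carrying GPR55 and arrestin-GFP stimulated by 5 µM LPI near EC80; imaged beta-arrestin-GFP aggregate spots per cell after agonist stimulation; plate controls were LPI-stimulated DMSO wells for no effect and DMSO wells without LPI for full effect; some results filed as inactive read as strong as hits; confirmed hits need IC50 under 10 µM and bright autofluorescent wells are also inconclusive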
NTR1 ag: agonists of NTR1, primary screen, imaging, U2OS cells, beta-arrestin-GFP, high content (AID 493036) | Neurotensin receptor type 1 (Homo sapiens), P30989 | NTR1-U2OS beta-arrestin-GFP spot imaging, agonist mode | activation, % at 20 µM | 330,000 tested, 0.17% active;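 active = activation at or above 40% of the spot to cytoplasm intensity ratio, with at least 20 cells analyzed; inconclusive = wells under 20 cells, flagged as cytotoxic or low count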;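 also: 0% = DMSO without peptide and 100% = 100 nM NTR1 peptide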
Target sequence (P30989 whole entry, looked up): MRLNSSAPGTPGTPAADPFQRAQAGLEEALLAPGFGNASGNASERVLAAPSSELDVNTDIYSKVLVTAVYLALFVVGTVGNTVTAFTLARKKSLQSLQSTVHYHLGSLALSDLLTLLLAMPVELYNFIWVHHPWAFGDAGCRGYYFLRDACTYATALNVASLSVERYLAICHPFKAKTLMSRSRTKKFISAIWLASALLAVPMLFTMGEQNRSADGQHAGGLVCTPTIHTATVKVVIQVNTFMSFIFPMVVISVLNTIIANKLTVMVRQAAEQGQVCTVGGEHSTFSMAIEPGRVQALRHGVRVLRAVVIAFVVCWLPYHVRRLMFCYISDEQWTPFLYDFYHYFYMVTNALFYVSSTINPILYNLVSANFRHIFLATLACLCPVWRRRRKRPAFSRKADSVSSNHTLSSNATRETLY
T cell HTS vesicle-bound %: also measured in T cell HTS; calls as there; double positive events, %; measured here: CD8+ vesicle-bound cell fraction;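 binding gate set so that unloaded-vesicle control wells show 10% double positive cells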
NTR1 ag cell count 20 µM: recorded beside NTR1 ag, whose call it bears; cell count; measured here: cell count, cytotoxicity flag
Myeloid diff MLP GFP+ MAC1+ %: recorded beside Myeloid diff MLP, whose call it bears; GFP+ MAC1+ double positive, %; measured here: differentiation confirmed by MAC1 staining
The depositor's hits bear a star; i = inactive; u = inconclusive; x = no result given; [ ] = another dose, or the depositor's remark. Rule as the data show it, unless noted: active = inhibition above about 50%; inactive = the rest. This is a subset (hit frequency here may not be typical).

SMILES	KOR beta-arrestin-1	Myeloid diff MLP	Myeloid diff MLP GFP+ MAC1+ %	T cell HTS	T cell HTS vesicle-bound %	KOR beta-arrestin-2	NOD1 inhibition	GPR55 beta-arrestin	HEK293 NOD2/NF-kB	GPR55 antagonists	NTR1 ag	NTR1 ag cell count 20 µM
O=C1C(Cl)=C(NCCN2CCOCC2)C(=O)c2ccccc21	-20.4%	i	0.1	i	56.9	-1.0%	5.1%	0.5%	-1.7%	-4.4%	-1.2	94
Cc1ccc(NC(=O)CCCN2C(=O)c3cccc4cccc(c34)C2=O)cc1	-16.1%	i	1.1	i	4.9	6.9%	-31.7%	-0.3%	-10.1%	-7.1%	5.2	61
CCCCN(C)CC(O)Cn1cc(/C=C/C(=O)c2ccc(C)cc2)c2ccccc21 (configuration not stated)	-8.3%	u	x	i	10.3	-3.8%	6.8%	-0.1%	24.7%	-5.3%	11.3	39
CC(C)C[C@@H](CO)N1CCNCCC1=O	3.4%[20 µM]	i	0.9	i	18.9	1.7%	9.2%	-0.2%	4.9%	13.3%	-0.1	92
CN1CCN(C(c2cccnc2)c2ccc3cccnc3c2O)CC1 (configuration not stated)	-82.0%	i	1.0	i	46.7	x	33.2%	-0.2%	-33.1%	11.5%	-0.1	107
Cc1cccc(NC(=O)C2C3C=CC(O3)C2C(=O)O)c1 (configuration not stated)	9.7%	x	x	i	57.0	5.0%	-4.3%	-0.1%	11.8%	5.2%	1.3	59
COc1ccc(-c2c(C)oc3c(CN4CCCC(C)C4)c(O)ccc3c2=O)cc1OC (configuration not stated)	16.3%	i	0.3	x	x	3.4%	4.1%	-0.1%	15.9%	6.5%	0.4	93
COCCN1C=C2C(=O)C(C)(OC(=O)CCC(=O)OC)C(=O)C=C2C=C1C1CC1 (configuration not stated)	25.8%	i	1.7	i	19.6	-3.7%	-4.6%	-0.2%	-6.0%	1.7%	-1.0	102
Brc1cccc(C2Nc3cccc4cccc(c34)N2)c1	-2.2%	i	0.6	i	61.4	-5.1%	-23.3%	-0.1%	2.7%	0.5%	1.1	74
CCCCC(=O)N(Cc1nc2sc(C)c(C)c2c(=O)[nH]1)C1CCCC1	-39.5%[20 µM]	i	0.3	i	41.7	x	-29.8%	-0.1%	-1.7%	22.8%	1.3	52
COc1ccccc1C(CCNS(=O)(=O)c1ccc(C)cc1)c1ccco1 (configuration not stated)	-24.4%	i	0.4	i	65.1	0.5%	38.5%	2.9%	-29.2%	0.1%	5.5	69
Cc1ccc(-c2nnc(SCc3nc4ccccc4[nH]3)n2Cc2ccco2)cc1	-28.6%	i	3.0	i	42.8	5.9%	-1.0%	-0.1%	1.6%	-3.5%	0.8	63
c1ccc(Cn2nnc3c(N4CCC5(CC4)OCCO5)ncnc32)cc1	-9.7%	i	0.3	i	37.6	-6.7%	-45.4%	0.0%	-2.8%	-9.6%	1.5	40
CC(=O)Oc1ccc(C(C)=O)c2c1OCCO2	11.1%	i	7.2	i	53.8	-2.8%	-17.4%	0.2%	7.1%	1.7%	0.8	50
c1csc(C2Nc3ccccc3-c3nc4ccccc4n32)c1 (configuration not stated)	9.4%	i	0.9	i	10.3	3.2%	24.7%	0.1%	-42.2%	2.4%	5.3	66
Cc1cc(C(F)(F)F)n2nc(C)c(-c3ccc(Cl)cc3)c2n1	11.7%	i	0.3	i	30.8	-1.3%	-19.4%	-0.2%	10.4%	-0.1%	2.9	68
COc1ccc(C2CC(=O)C(C=NCCN3CCN(C(=S)Nc4ccccc4)CC3)=C(O)C2)cc1 (configuration not stated)	2.8%	i	1.2	i	24.9	0.0%	9.1%	-0.1%	-23.9%	-3.7%	1.9	52
Cc1ccc[n+](C(C)C(=O)Nc2ccc(C)c(C)c2)c1 (configuration not stated)	11.4%	i	0.6	i	9.0	1.3%	-2.4%	-0.2%	9.7%	11.9%	-0.9	67
CCOC(=O)c1ccc(NC(=S)NC2CCCC2)cc1	-19.1%	i	0.4	i	39.9	6.1%	-29.9%	0.6%	-30.7%	5.2%	0.5	43
COc1ccc(N2Cc3cccc(C(=O)O)c3C2=O)cc1	x	i	2.0	i	52.8	-4.1%	24.8%	-0.1%	3.8%	13.5%	-1.5	62
CCSc1nnc(NS(=O)(=O)c2ccc(OC)cc2)s1	-27.7%	i	0.4	i	20.4	1.2%	-19.8%	0.6%	22.2%	12.9%	1.7	44
CCNC(=O)/C(C#N)=C/c1c(N2CCN(c3ccccc3)CC2)nc2c(C)cccn2c1=O	-18.4%	i	0.4	i	13.1	-2.9%	10.3%	-0.1%	16.7%	4.8%	7.3	53
O=C(Oc1c(-c2ccccc2)c(=O)n2c3c(cccc13)CC2)c1cccc([N+](=O)[O-])c1	-37.8%	i	0.5	i	24.8	1.3%	-11.1%	0.3%	8.6%	-3.1%	5.3	54
COc1cc(/C=N/NC(=O)c2ccc(O)cc2)ccc1Oc1ccc([N+](=O)[O-])cn1	24.2%	i	0.9	i	57.1	-10.4%	28.5%	0.0%	-1.7%	6.1%	1.2	93
Cc1cc(C)c2nc(SC3CCOC3=O)cc(C)c2c1 (configuration not stated)	-75.4%[20 µM]	i	0.5	i	44.3	1.9%	-12.8%	-0.1%	17.1%	9.2%	-1.1	68
Cc1cc(C)c(NC(=S)N2CCN(c3ccc([N+](=O)[O-])cn3)CC2)cc1C	2.9%	i	0.3	i	56.2	-6.2%	-6.4%	0.0%	18.7%	-2.6%	-1.8	87
COC(=O)c1ccccc1Oc1nc(Cl)cc(OC)n1	-2.0%	i	1.2	i	52.7	2.7%	-7.6%	-0.3%	7.7%	6.7%	1.3	61
O=c1ccnc(SCn2nnc3ccccc3c2=O)[nH]1	3.3%	i	1.1	i	22.9	1.8%	-10.9%	-0.1%	15.2%	21.4%	1.2	88
Cc1cccc(NC(=S)NCC2CCCO2)c1 (configuration not stated)	-20.5%	i	0.4	i	15.9	-0.7%	-18.8%	-0.1%	2.6%	11.9%	5.2	59
CCN(CC)CCCNC(=O)COc1ccc2oc3c(c2c1)CCCC3	-3.1%	i	0.7	i	49.2	-4.8%	-9.5%	-0.1%	6.6%	14.2%	-1.3	72
CCC(=O)Nc1ccc(OCc2nc3ccccc3s2)cc1	14.1%	i	0.5	i	25.3	-2.3%	-41.3%	-0.3%	-68.5%	-8.0%	0.0	62
CCOC(=O)CSc1nc2ccc(NC(=O)CSc3nnnn3Cc3ccccc3)cc2s1	12.5%	i	2.0	i	46.1	-0.6%	-28.2%	-0.1%	-6.6%	8.5%	0.9	61
O=C(Nc1ccc2c(c1)OCO2)N1CCCc2ccccc21	10.4%	i	0.2	i	30.2	2.1%	-8.1%	0.2%	7.1%	2.7%	-0.6	44
CCC1(C)COC2(OC1)C(=O)Nc1ccccc12 (configuration not stated)	3.5%	i	2.1	i	63.9	-4.9%	-14.5%	-0.4%	-2.9%	6.9%	1.7	77
C(=N\NCc1ccccc1)/c1ccc2nccnc2c1	21.5%	i	1.1	i	20.3	6.4%	-4.2%	0.3%	-54.1%	-0.6%	1.2	31
CC(C)(C)NC(=O)CN(Cc1cccs1)C(=O)CCN1CCc2ccccc21	-5.4%[20 µM]	i	0.3	i	39.5	-5.8%	-22.3%	-0.1%	18.2%	5.1%	0.8	78
Oc1ccccc1/C=N/Nc1nc2ccccc2o1	-30.3%	u	x	i	17.1	0.8%	-14.6%	-0.2%	-53.9%	1.4%	4.2	85
CCc1ccc(/C=C2\Oc3cc(OC(=O)N4CCOCC4)ccc3C2=O)cc1	-19.3%	i	0.4	i	36.9	11.2%	-2.9%	-0.4%	5.3%	9.0%	0.3	64
Cc1occc1C(=O)Nc1ccc(S(=O)(=O)N2CCCC2)cc1	2.0%	i	5.9	i	42.3	6.0%	21.4%	-0.2%	-13.2%	-8.9%	-0.5	68
CC(=O)c1ccc(NC(=O)CN2C(=O)COc3ccc(Cl)cc32)cc1	2.7%	i	0.3	i	31.3	-0.2%	-30.3%	-0.1%	7.3%	4.3%	0.6	56
Cc1ccc(C)c(N2CCN(C(=O)c3ccc4nc(N5CCOCC5)sc4c3)CC2)c1	-14.2%	i	1.7	i	34.5	0.9%	2.9%	0.3%	21.2%	4.6%	4.5	58
COc1ccc(C2(C(=O)Nc3cc(C)on3)CCOCC2)cc1	4.3%	i	1.6	i	56.2	-0.8%	-28.7%	-0.2%	-1.6%	-0.4%	-1.2	58
CC1=CCC2C(=O)N(c3cccc(C(=O)NCc4ccccc4)c3)C(=O)C2C1 (configuration not stated)	-24.5%	i	0.7	i	15.6	-3.8%	8.6%	0.0%	16.9%	7.8%	-0.9	79
CC(C)c1[nH]nc2c1C(c1cccc(OC(=O)N3CCOCC3)c1)C(C#N)=C(N)O2 (configuration not stated)	-23.2%	i	1.6	i	40.1	-0.9%	-2.9%	-0.1%	-0.6%	-3.7%	1.6	66
NC(=O)N1N=C2/C(=C/c3ccccc3)CCCC2C1c1ccccc1 (configuration not stated)	-43.5%	i	1.2	i	47.9	3.5%	-6.2%	0.2%	-13.1%	4.9%	0.5	51
CC(C)(C)C(=O)Nc1cc2c3c(c1)CC(=O)N3CCC2	-15.9%	i	0.3	i	3.1	18.2%	-9.4%	-0.1%	9.4%	-13.1%	-0.7	50
Cc1cc(OCCOCCNC(C)C)cc(C)c1Cl	-3.4%	i	1.2	i	61.0	-9.0%	2.7%	-0.1%	-3.4%	-15.1%	-0.6	39
CC1CCCCC1NC(=O)COC(=O)c1cc(=O)c2ccccc2o1 (configuration not stated)	-0.5%	i	0.8	i	38.6	-1.8%	-20.1%	0.6%	4.6%	6.8%	-0.1	30
CC(C)(C)OC(=O)N[C@@H](CC(=O)OCc1ccccc1)C(=O)O	15.4%	i	0.7	i	48.2	-1.0%	-2.5%	-0.4%	10.0%	3.4%	-0.8	43
